UPR XBP1 act = activators of adaptive XBP1 UPR arm, primary screen, cell-based, CHO-XBP1 luciferase reporter, luminescence, uHTS | 330,000 compounds, 0.33% hits | IRE1-XBP1 UPR activation; percent of tunicamycin response, DMSO as zero | AID 463104, 2010 | activation, % at 20 µM;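 active = versus positive control, 20 µM dose yields 30% or more activation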;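 also: 100% = tunicamycin at 10 µg/mL and 0% = DMSO only wells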
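incubation = overnight seeding at 37 °C, 6 h compound treatment at 37 °C | assay system = CHO-XBP1 cells stably carrying IRE1-XBP1-driven luciferase reporter | input = 1000 cells per well | detection = luciferase luminescence | dosing = single point, 20 µM final compound, 1% DMSO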
APJ ag = agonists of human apelin receptor APJ, primary screen, CHO-K1 cells, PathHunter beta-arrestin, luminescence; 0% DMSO wells, 100% apelin; P35414; 330,000 compounds, 0.11% hits; activation, % at 20 µM;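 active = activation more than six SD over the plate average, tested at 20 µM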;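 also: 0% = DMSO alone and 100% = apelin-13 at 10 nM; some results filed as inactive read as strong as hits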
Target sequence (P35414 whole entry, looked up): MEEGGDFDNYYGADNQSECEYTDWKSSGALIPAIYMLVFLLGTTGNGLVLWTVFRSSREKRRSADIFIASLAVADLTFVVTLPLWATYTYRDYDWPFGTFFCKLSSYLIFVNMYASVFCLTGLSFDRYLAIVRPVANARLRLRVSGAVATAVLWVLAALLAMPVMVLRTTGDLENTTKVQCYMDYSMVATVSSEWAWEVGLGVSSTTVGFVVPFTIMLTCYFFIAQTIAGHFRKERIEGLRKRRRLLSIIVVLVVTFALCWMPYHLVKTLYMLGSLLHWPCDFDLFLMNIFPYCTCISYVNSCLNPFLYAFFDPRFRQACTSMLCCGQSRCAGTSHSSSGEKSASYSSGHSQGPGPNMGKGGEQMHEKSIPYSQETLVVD
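Assay system: CHO-K1 cells stably expressing ProLink-tagged human APJ and arrestin–beta-gal acceptor. Compound dosing: 20 µM single point, 1% DMSO. Times: 16-18 h seeding, 90 min dark compound exposure, 60 min detection. Detection: beta-gal luminescence. Evaluation: APJ–arrestin association signal. Controls: negative DMSO alone, positive Apelin-13 at 10 nM.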
Jurkat NFkB inh = inhibitors of induced NF-kB luciferase reporter, primary screen, TCR NF-kB activation inhibitor project, cell-based, luminescence, uHTS. Jurkat, PMA/ionomycin-induced NF-kB luciferase reporter. AID 435003, 2010. inhibition, % at 4 µM. 330,000 compounds, 0.53% hits; in the data active = inhibition above about 50%
CHOP UPR activ = activators of apoptotic CHOP UPR arm, primary screen, cell-based, CHO-CHOP luciferase reporter, luminescence, uHTS | UPR activation; percent of tunicamycin response over DMSO baseline | activation, % at 10 µM | 330,000 compounds, 0.34% hits | AID 449763, 2010;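 active = at 10 µM dose, activation of 40% or more, normalized to positive control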;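 also: 100% = tunicamycin at 10 µg/mL and 0% = DMSO alone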
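Evaluation: % reporter activation, DMSO baseline versus tunicamycin full activation; System: CHO-CHOP luciferase reporter cell line; Input: 500 cells/well; Incubation: 6 h compound treatment, 37 °C; Measured by: Steady-Glo luciferase luminescence; Dosing: one dose, 10 µM in 0.5% DMSO; Buffer or medium: F12 medium, 10% FBS; Benchmarks: positive tunicamycin 10 µg/mL, negative DMSO alone.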
Mdm2 MdmX PPI = inhibitors of human Mdm2-MdmX association, primary screen, cell-based, luminescence, split luciferase, SaOS-2, uHTS. Protein Mdm4 (Homo sapiens) + E3 ubiquitin-protein ligase Mdm2 (Homo sapiens), …. SaOS-2 split-luciferase Mdm2/MdmX complementation. inhibition, % at 8 µM. 330,000 compounds, 3% hits;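 active = inhibition of at least 50% at 8 µM in the primary screen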
697 NFkB inh = inhibitors of PMA/ionomycin-induced NF-kB reporter, 697 cells, primary screen, B-cell NF-kB inhibitor project, cell-based, luminescence, uHTS; 697 B-cell NF-kB luciferase reporter, 16 h; AID 435022, 2010; 330,000 compounds, 0.33% hits; inhibition, % at 4 µM; in the data active = inhibition above about 35%
tim23-1 inh = growth inhibitors of tim23-1 mutant yeast, primary screen, luminescence, uHTS; S. cerevisiae tim23-1 growth, BacTiter-Glo luminescence, 24 h; inhibition, % at 20 µM; 330,000 compounds, 1.3% hits; AID 463212, 2010;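 active = growth inhibition of the mutant yeast at or above 50%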;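 also: temperature-sensitive mutant grown at 25 °C; plate controls were DMSO-treated mutant yeast for no effect and medium wells lacking yeast for full effect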
APJ antag = antagonists of human apelin receptor APJ, primary screen, CHO-K1 cells, beta-arrestin complementation, luminescence; P35414; inhibition, % at 20 µM; 330,000 compounds, 0.32% hits; AID 2521, 2010;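 active = inhibition above about 40% at 20 µM, limit read from the data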;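 also: cells challenged with 10 nM apelin-13 agonist together with compound; plate controls were apelin-13 plus DMSO wells for no effect and DMSO wells lacking apelin-13 for full effect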
Starred values were filed as active, the others as inactive; i = inactive.

SMILES	UPR XBP1 act	APJ ag	Jurkat NFkB inh	CHOP UPR activ	Mdm2 MdmX PPI	697 NFkB inh	tim23-1 inh	APJ antag
Cc1csc(=N)n1-c1ccc(Cl)cc1	5	3	-71	3.5	-11	-74	40	-20
Cc1ccc(NC(=O)c2cc(-c3cccs3)on2)cc1	3	-7	-82	8.5	-97	10	-10	-2
COC(=O)c1cc2c(ccn2-c2ccc(F)cc2)n1Cc1ccc(OC(C)=O)cc1	3	3	-4	2.2	31	-14	12	-24
CCOc1cc(/C=N/NC(N)=O)ccc1OC(=O)c1ccc(C)cc1	2	9	7	1.4	0	-9	19	-11
Cc1cc(NS(=O)(=O)c2ccc(NC(=O)/C=C/c3ccccc3Cl)cc2)no1	-3	0	-2	0.1	8	17	-5	-1
COc1cccc(-c2nc(CS(=O)(=O)CC(=O)NCCN3CCOCC3)c(C)o2)c1	-1	2	7	-2.1	-5	-5	-5	6
CCOc1ccc(-c2csc3ncn(-c4ccc(OC)cc4)c(=O)c23)cc1	2	-1	10	1.0	23	9	15	6
COc1ccc(CN(C)C(C)C(=O)Nc2ccc(S(=O)(=O)N3CCCC3)cc2)c(OC)c1OC (stereo not drawn)	5	-2	38	-1.6	12	-22	15	2
CSc1ccc(CN(C)C(=O)CSCC(=O)Nc2ccc(C)cc2)cc1	-2	0	22	3.0	5	25	19	-4
Cc1cccc(N2CCN(C(=O)CCS(=O)(=O)c3ccc4c(c3)NC(=O)CO4)CC2)c1C	-1	12	8	1.9	3	-24	5	-14
CCOC(=O)C(Cc1ccc(O)cc1)NC(=O)CCc1c[nH]c2ccccc12 (stereo not drawn)	-4	-1	2	2.2	24	0	7	8
CSCCC(NC(=O)/C(=C/c1ccc(F)cc1)NC(C)=O)C(=O)O (stereo not drawn)	-3	-2	-11	0.1	12	13	5	-23
COc1ccc(C2C(C(=O)c3ccco3)=C(O)C(=O)N2CCN2CCOCC2)c(OC)c1 (stereo not drawn)	-2	-3	-9	-1.0	7	-9	-19	4
O=C(CCCN1C(=O)/C(=C\c2cccs2)SC1=S)Nc1ccc(O)cc1	-1	-3	-8	0.1	78*	-1	31	13
O=c1[nH][nH]c(-c2ccccc2)c1C=Nc1cccc(Cl)c1	-1	-1	3	1.3	-10	6	40	12
COc1ccc(/C=N/NC(=O)c2ccccc2)cc1CN1CCN(c2ccc(F)cc2)CC1	0	-1	0	1.1	0	0	16	-4
COc1ccc(N(CC(=O)NC2CCCCC2)C(=O)CCC(=O)Nc2nc(C)cs2)cc1OC	-7	-5	2	0.7	16	7	-2	8
Cc1ccc(-n2nnnc2SCC(N)=O)c(C)c1	1	-3	4	-0.5	20	9	-1	17
Cc1ccc(CCNC(=O)C2CCC(=O)N(Cc3ccccc3F)C2)o1 (stereo not drawn)	-3	0	-26	4.0	-27	-43	-7	0
O=C(NC1CCCCC1)NC1CCN(C(=S)NCc2ccco2)CC1	2	4	-4	-0.8	-8	5	13	-1
O=C(Cc1coc2ccc3ccccc3c12)Nc1nnc(C2CC2)s1	-2	3	-36	-1.4	74*	i	9	18
CC(C)(C)c1ccc(C(=O)N/C(=C\c2ccco2)C(=O)O)cc1	-2	-6	6	-0.6	16	3	16	7
CC(C)CCNC(=O)c1cnn2c(C(F)(F)F)cc(-c3ccco3)nc12	0	-6	-1	1.3	-14	2	13	-12
O=C1C(c2ccccc2)=[N+]([O-])c2ccccc21	16	29	5	67*	93*	-4	61*	0

Some of these compounds in order of the APJ antag value, low to high.
structure	APJ antag
O=C(NC1CCCCC1)NC1CCN(C(=S)NCc2ccco2)CC1	-1
Cc1ccc(CCNC(=O)C2CCC(=O)N(Cc3ccccc3F)C2)o1 (stereo not drawn)	0
COc1ccc(C2C(C(=O)c3ccco3)=C(O)C(=O)N2CCN2CCOCC2)c(OC)c1 (stereo not drawn)	4
O=C(CCCN1C(=O)/C(=C\c2cccs2)SC1=S)Nc1ccc(O)cc1	13
Cc1ccc(-n2nnnc2SCC(N)=O)c(C)c1	17
O=C(Cc1coc2ccc3ccccc3c12)Nc1nnc(C2CC2)s1	18

The list continues:
SMILES	UPR XBP1 act	APJ ag	Jurkat NFkB inh	CHOP UPR activ	Mdm2 MdmX PPI	697 NFkB inh	tim23-1 inh	APJ antag
CCCC(=O)N/C(N)=N/c1nc(C)c2cc(C)ccc2n1	1	-5	-33	3.5	31	-19	19	10
O=C(Nc1nc(-c2ccc(S(=O)(=O)N3CCCC3)cc2)cs1)c1ccco1	0	-1	12	4.0	16	-44	8	4
CCOc1cc2[nH]c(=S)n(CCCC(=O)NCc3ccccn3)c(=O)c2cc1OCC	-1	118*	2	-1.3	35	-5	3	8
CN(C)C(=O)CSc1n[nH]c(=O)[nH]c1=O	0	-2	-3	-1.1	-5	9	2	-6
Cc1ccccc1NC(=O)c1cnc2ccccn2c1=O	-3	-1	-99	-5.3	-32	-149	-11	8
COc1ccc(C(=O)c2ccc3oc(-c4ccc(OC)cc4)c(-c4ccc(O)cc4)c3c2)cc1	4	-1	10	1.6	66*	10	17	10
Cn1c(SCC(=O)NCC2CCCO2)nnc1-c1ccc(S(=O)(=O)N2CCCC2)cc1 (stereo not drawn)	2	-1	-11	0.6	14	-1	1	-11
COc1ccc(Nc2nc(C)cc(C)c2C#N)cc1	0	-6	-3	-1.8	-7	-15	8	2
Cc1cc(C)c(C)c(S(=O)(=O)NCC(=O)Nc2ccccc2F)c1C	-6	-6	-4	0.4	15	4	25	-1
COc1ccccc1C(=O)Nc1cc2c(cc1C(=O)O)OCCCO2	-2	-2	-2	2.5	25	14	0	1
NC(=O)C1CCN(c2nc(-c3ccc4occc(=O)c4c3)cs2)CC1	-2	0	1	0.3	-1	15	-1	1
Cn1c(=O)oc2cc(S(=O)(=O)NCCC(=O)N3CCc4ccccc4C3)ccc21	-3	-1	0	-1.5	24	15	2	9
CCOc1ccc(N2C(=O)CC(NCC3CCCO3)C2=O)cc1 (stereo not drawn)	-5	-1	0	-1.2	-18	0	4	2
CC(C)C1(C(C)C)OC(=O)c2ccccc21	0	0	8	0.4	-40	-15	11	-11
Cc1occc1C(=O)N1CCN(c2ccc(Cl)cc2)CC1	-3	-6	5	1.4	19	-26	3	-3
Cc1ccc(NC(=O)N2CCCC2C(=O)NCCC2=CCCCC2)cc1 (stereo not drawn)	0	-2	17	1.4	18	7	14	26
CCC(CC)C(=O)Nc1cccc(C(=O)NCCc2ccc(S(N)(=O)=O)cc2)c1	-1	-2	-4	0.2	-24	0	8	-3
NS(=O)(=O)c1cccc(NC(=O)CSc2nnc(C3CC3)n2Cc2ccccc2)c1	-4	7	-7	-1.0	-23	-15	15	16
CC(C)Cc1nnc(NC(=O)CN2C(=O)NC3(CC(C)CC(C)(C)C3)C2=O)s1 (stereo not drawn)	-3	-8	14	0.5	11	0	0	8
O=C(CN1CCN(C(=O)c2ccccc2F)CC1)Nc1ccc(Br)cc1	-2	2	-22	-13	-12	-22	-23	-29
O=C(CSc1nnc(NC(=O)C2CC2)s1)NCc1ccccc1Cl	-1	-4	14	-0.3	15	0	8	6
COc1cccc(CN(C)CC(=O)Nc2sc3c(c2C#N)CCC3)c1OC	1	-3	6	0.7	27	-3	30	9
CCOC(=O)c1c(NC(=O)CSc2nnc(-c3cccnc3)n2Cc2ccco2)sc(C)c1C	-1	10	8	0.3	27	7	-6	7
O=C(NC(=S)N1CCN(c2ccccc2)CC1)c1ccco1	-2	-3	-3	0.3	2	5	25	7

Quoted at random: 2 entries already listed.
SMILES	UPR XBP1 act	APJ ag	Jurkat NFkB inh	CHOP UPR activ	Mdm2 MdmX PPI	697 NFkB inh	tim23-1 inh	APJ antag
COc1cccc(CN(C)CC(=O)Nc2sc3c(c2C#N)CCC3)c1OC	1	-3	6	0.7	27	-3	30	9
O=C(CN1CCN(C(=O)c2ccccc2F)CC1)Nc1ccc(Br)cc1	-2	2	-22	-13	-12	-22	-23	-29

Next part:
SMILES	UPR XBP1 act	APJ ag	Jurkat NFkB inh	CHOP UPR activ	Mdm2 MdmX PPI	697 NFkB inh	tim23-1 inh	APJ antag
Cc1ccc(NCc2nnc(SCC(=O)c3ccc4c(c3)OCCO4)o2)c(C)c1	1	-2	-12	-2.0	57*	-4	-7	2
COc1ccc(OCC(=O)Nc2ccc(S(=O)(=O)N3CCN(C)CC3)cc2)cc1	-1	-1	-1	-0.3	10	10	11	-12
FC(F)(F)c1cc(Oc2ccccc2)ncc1-c1nnc(-c2ccccc2Cl)o1	2	-4	6	-0.9	8	-11	18	13
CCS(=O)(=O)n1nc(-c2ccc(OC)cc2)nc1SC	4	-2	-25	2.3	-29	-30	-4	3
Cn1cnnc1SCC(=O)c1ccc(O)c(O)c1	0	0	9	0.3	-7	17	-2	-7
Cc1ccc(C(=O)OCC(=O)NCC2COc3ccccc3O2)cc1 (stereo not drawn)	-2	2	-6	0.8	-3	-3	16	9
COc1ccc(C)cc1N(C(=O)c1ccc(C#N)cc1)C1=NC(C)(C)CS1	0	-1	-4	0.9	14	-8	11	13
O=C(CCCNS(=O)(=O)c1cccs1)N1CCN(c2ccc(F)cc2)CC1	0	-3	17	-1.9	-12	-7	6	4
CN(C)c1ccc(C(CNC(=O)c2ccc(F)cc2)c2c[nH]c3ccccc23)cc1 (stereo not drawn)	1	-5	-7	-0.9	3	-20	14	6
Cc1cc(C(=O)NCC(=O)Nc2ccc(F)c(F)c2)c(C)o1	-4	1	14	-0.1	6	10	-2	8
CSc1ccc(C2N=C(c3ccccc3)NO2)cc1 (stereo not drawn)	7	-1	-123	8.5	-99	-160	21	-7
Oc1ccc(COCc2ccccc2)c2cccnc12	11	0	-14	74*	80*	-67	14	-6
COc1ccc(NC(=S)Nc2cccnc2)c(OC)c1	0	-3	-1	0.2	16	8	1	-5
CC(=O)Nc1ccc(N/C=C/C(=O)c2ccc(C)o2)cc1	0	3	-39	0.9	-20	-10	11	-14
CCCN(Cc1ccc(N(CC)CC)cc1)CC1CC1	-4	0	21	-0.9	21	5	-2	1
NNC(=O)c1ccc(CN2CCCCC2)o1	0	2	-1	-2.5	-1	-2	6	8
O=C(c1cc([N+](=O)[O-])ccc1Cl)N1CCN(c2ccccc2)CC1	-3	0	3	-1.6	9	-6	7	-4
CC(=O)Nc1ccc(S(=O)(=O)NNC(=O)c2cccc(Br)c2)cc1	-4	-2	8	0.3	-27	12	-1	2
Cc1nnc(N2C(=O)C(=O)/C(=C(/O)c3ccc4c(c3)OCCO4)C2c2ccc([N+](=O)[O-])cc2)s1 (stereo not drawn)	-4	-5	0	0.2	5	1	6	-1
Cc1nn2c(NCc3ccccn3)c3c(nc2c1-c1ccccc1)CCC3	2	-1	-2	17	53*	6	56*	17
COC(=O)c1ccccc1NC(=O)CSc1ccccc1	5	-3	8	3.0	6	3	11	14
O=C(NC1CCCCC1)c1ccc(-n2cnnn2)cc1	-1	-3	2	0.5	8	5	6	-19
O=C(Nc1cccnc1)c1cc(S(=O)(=O)N2CCOCC2)ccc1Br	-1	-3	10	-1.5	11	16	0	6
Nc1cc(=O)[nH]c(SCC(=O)Nc2nc3ccc([N+](=O)[O-])cc3s2)n1	1	-3	3	-0.8	7	-11	5	-11

Assay outcomes (PubChem BioAssay)
